Screening results: PubChem BioAssay, NCI
Growth percent in the NCI-60 one-dose screen (48 h, 10 µM unless noted): 100 = growth as untreated, 0 = no growth, -100 = all killed.
HS 578T – HS 578T breast cancer; actives 4.1% (n = 78,000)
MDA-MB-468 – MDA-MB-468 breast cancer; AID 2202374; actives 8.5% (n = 78,000)
MDA-MB-231 – MDA-MB-231 breast cancer | actives 5% (n = 81,000) | AID 1794789
SK-MEL-28 – SK-MEL-28 melanoma | actives 4.1% (n = 81,000)
LOX IMVI – LOX IMVI melanoma; actives 7.4% (n = 79,000)
BT-549 – BT-549 breast cancer; actives 4.4% (n = 78,000)
MCF7 – MCF7 breast cancer | actives 6.3% (n = 82,000) | AID 1794796
T-47D – T-47D breast cancer; actives 5% (n = 79,000)
The depositor's hits bear a star; nt = not tested or not shown; [ ] = remark or other dose. How the source made its calls: active means growth percent below 10; inactive means the rest.

SMILES	HS 578T	MDA-MB-468	MDA-MB-231	SK-MEL-28	LOX IMVI	BT-549	MCF7	T-47D
CCOC(=O)c1cc2c(n1Cc1cc(OC)c(OC)c(OC)c1)-c1nc(N)sc1CCC2	56	36	52	69	49	51	28	43
COc1cccc(-c2nn(C(C)(C)C)cc2-c2ccnc(NCCNS(=O)(=O)c3cccc4ccccc34)c2)c1	99	94	106	109	98	111	95	98
CCN1CC2=C(Nc3nc(SC)[nH]c(=O)c3C2c2cc(OC)c(OC)c(OC)c2)/C(=C/c2cc(OC)c(OC)c(OC)c2)C1 (stereo not drawn)	111	96	104	104	91	102	86	97
O=C(O)c1ccc2c3c(ccc(C(=O)O)c13)CC2	116	98	124	111	106	104	98	102
c1ccc(-c2nnc3ccccc3n2)cc1	68	130	90	101	67	92	89	96
Cc1ccc(Cc2ccc(C)cc2)cc1	105	97	123	107	99	91	99	101
O=C1[C@H]2Cc3c([nH]c4ccccc34)[C@@H](c3ccc(Cl)cc3)N2C(=O)CN1C1CCN(Cc2c(F)cccc2F)CC1	60[4.17 µM]	44[4.17 µM]	72[4.17 µM]	68[4.17 µM]	nt	113[4.17 µM]	38[4.17 µM]	35[4.17 µM]
COc1cc(C2CC(c3ccc(Cl)cc3)=NN2)ccc1Oc1ccnc2cc(Cl)ccc12 (stereo not drawn)	92	72	98	103	90	95	84	85
CC(C)(C)n1cc(-c2ccnc(NCCCNS(=O)(=O)c3ccc(Cl)cc3)c2)c(-c2cccc(O)c2)n1	-12*	-45*	-24*	-67*	-88*	nt	-12*	5.4*
COc1ccc2[nH]c(-c3ccccc3)c(C=C(C#N)C#N)c2c1	41	-4.8*	58	44	43	4.4*	17	26
COc1ccc(S(=O)(=O)NCCNc2nccc(-n3cnc4ccccc43)n2)cc1	84	80	92	98	92	98	86	82
O=C(NNc1nc(N2CCOCC2)nc(N2CCN(C(c3ccccc3)c3ccccc3)CC2)n1)c1ccccc1	83	84	92	105	89	99	90	68
N#CC1=C(N)Oc2c(sc3c(Br)cccc23)C1c1ccccn1 (stereo not drawn)	46	26	60	65	39	31	19	34
Cc1ccccc1N(C)c1nc(N)nc2[nH]ncc12	104	99	109	120	104	97	123	103
C#Cc1cccc(NC(=O)c2ccc(NC(=O)C=C)cc2)c1	94[8.25 µM]	15[8.25 µM]	90[8.25 µM]	98[8.25 µM]	80[8.25 µM]	77[8.25 µM]	59[8.25 µM]	56[8.25 µM]
O=C1c2ccccc2-c2cc(Br)ccc2NC1O (stereo not drawn)	93	117	108	107	109	101	93	111
CCN(CC)CCSSCCN(CC)CC	110	103	119	111	95	105	106	100
CCCCCCCNC1=C(c2ccccc2)C(=O)C(NCCCCCCC)=C(c2ccccc2)C1=O	102	109	113	116	100	110	98	100
COC(=O)c1nc(-c2ccccc2)oc1N1CCOCC1	112	103	95	103	104	90	51	83
O=[N+]([O-])c1ccc(CCc2ccc([N+](=O)[O-])cc2)cc1	107	103	102	102	109	101	88	85
CCCOC(=O)N[C@H]1CCc2c(Cl)c(OC)c(OC)c(OC)c2-c2ccc(SC)c(=O)cc21	9.7*	-19*	-17*	69	11	1.4*	15	46
O=C(O)c1cn(C2CC2)c2cc(N3CCN(C(=O)CN4C(=O)S/C(=C\c5ccco5)C4=O)CC3)c(F)cc2c1=O	112	99	87	98	100	nt	96	111
O=C1OC(=O)C2C1C(c1ccccc1)N1C3C(=O)OC(=O)C3C(c3ccccc3)N21 (stereo not drawn)	91	89	95	92	94	113	100	103
O=c1[nH]nc(-c2ccc(Cl)c(Cl)c2)cc1Cc1ccc([N+](=O)[O-])cc1	96	107	91	107	70	117	87	95
CCOC(=O)c1c2c(cn1Cc1cccc(OC)c1OC)-c1oncc1CC2	104	95	107	106	97	103	106	nt
CCOC(=O)C(C(=O)OCC)C(c1ccc(Cl)cc1)c1ccccc1Cl (stereo not drawn)	nt	107	65	109	94	64	98	96
Cc1ccc(C(=O)C2=Cc3cc4ccccc4n3Cc3cnnn32)cc1	94	100	95	102	110	89	91	78
Cc1ccc2oc(=O)cc(C3C4=C(CCCC4=O)OC3c3cc(=O)oc4ccc(Cl)cc34)c2c1 (stereo not drawn)	113	122	108	104	97	97	98	87
CCOC(=O)C1=C(C)O/C(=C/C=C/c2ccccc2)C1=O	100	94	102	103	103	103	90	92
O=C1NC(=S)N[C@H]1CC(=O)n1cnc2ccccc21	99	86	101	111	88	102	69	100
O=C(CCl)N(c1ccccc1)c1ccccc1	102	104	114	110	-36*	106	102	110
CCC1CN(CC(O)c2ccc(Br)cc2)CCO1 (stereo not drawn)	84	95	112	93	101	104	100	100
O=C(Cc1n[nH]c(=O)c2ccccc12)OCc1c(Cl)cccc1Cl	103	nt	73	112	47	138	70	100
CC1CCNCC1	116	109	106	110	105	104	90	nt
CCN1C/C(=N\S(=O)(=O)NC2CCCCC2)N(CC)C1=O	114	99	101	102	92	105	95	109
COc1ccc(/C=C/C(=O)CCN2CCCCC2)cc1	104	92	101	113	75	100	67	79
CCOC(=O)C(Cc1csc2ccccc12)(NC(C)=O)C(=O)OCC	105	108	115	106	99	105	96	96
CC1(C)CC(=O)C2=C(C1)OC1=C(C(=O)CC(C)(C)C1)C2c1ccc(OCc2cn(-c3ccc(F)cc3)nn2)cc1	94	107	87	103	87	105	79	106
COc1ccc(/C=C/C(=O)c2ccc(NC(=O)CSc3nc4c([nH]3)c(=O)n(C)c(=O)n4C)cc2)cc1	94	79	87	103	87	79	67	90
S=C(S)OCN1CCOCC1	nt	99	116	nt	63	100	nt	88
C/C(=N\N=C\c1ccc(Cl)c([N+](=O)[O-])c1)c1ccc2c(c1)Nc1ccccc1S2	0.2*	-29*	32	61	37	58	6.3*	41
CN(C)c1ccc([C@H]2C[C@]3(C)[C@@H](CC[C@]3(O)CCCO)[C@@H]3CCC4=CC(=O)CCC4=C32)cc1	98	116	91	106	92	107	66	60
COc1ccc(Cn2c(Br)c3c(c2Br)-c2nc(N)sc2CC3)cc1	34	-5.6*	37	46	36	51	18	50
Nc1ncnc2c1N=C(c1ccccc1)CC(c1cccc(Nc3ccnc4cc(C(F)(F)F)ccc34)c1)N2 (stereo not drawn)	71	60	70	94	78	98	46	71
c1ccc(-n2cccc2)cc1	103	103	108	126	103	112	114	97
CC(=O)N1N=C(c2cccc(OCCCCOc3cccc(C4=NN(C(C)=O)C(c5ccc(Cl)cc5)C4)c3)c2)CC1c1ccc(Cl)cc1 (stereo not drawn)	95	55	83	100	81	nt	81	54
O=C(Nc1ccc(C2=NCCN2)cc1)c1ccc(Br)c(C(=O)Nc2ccc(C3=NCCN3)cc2)c1	94	113	92	112	96	96	103	106
COc1cc(C2OC34CCCCC3C(C#N)(C(=N)O4)C2(C#N)C#N)cc(OC)c1OC (stereo not drawn)	104	77	89	111	93	101	92	102
O=C(O)c1cn(C2CC2)c2cc(N3CCN(C(=O)Nc4nc(-c5ccc(Br)cc5)cs4)CC3)c(F)cc2c1=O	3.4*	14	29	42	-9.0*	1.2*	5.1*	27
O=C(CN1C(=O)CCC1=O)Nc1ncc(Cc2ccccc2Cl)s1	97	108	100	106	95	100	98	97
C[C@@H]1CN(c2nnc(-c3ccccn3)n2C)C[C@H](C)O1	105	99	103	100	99	100	94	105
CC(C)(C)c1ccc(S(=O)(=O)Nc2ccccc2N)cc1	92	96	104	103	92	112	93	91
O=C(/C(=N/O)c1ccccc1)c1ccccc1	101	93	98	105	105	98	88	90
O=S(=O)(Nc1cccc2[nH]cnc12)c1ccc(Br)cc1F	84	71	98	89	95	100	86	nt
COc1cc(C2=NN(c3cc(Cl)cc(Cl)c3)C(c3sc(N(C)Cc4ccccc4)nc3Cl)C2)cc(OC)c1OC (stereo not drawn)	102	104	101	101	84	116	84	76
CCOC(=O)N1C/C(=C/c2ccc(OC)cc2)C(=O)/C(=C/c2ccc(OC)cc2)C1	-16*	-29*	31	59	-72*	-13*	-5.6*	44
NC(=O)c1ccc(-c2cccc3c(=O)nc(N4CCOCC4)oc23)cc1	97	105	92	103	91	98	90	88
O=S(=O)(NCCNc1cc(-c2cn(-c3ccccc3)nc2-c2cccc(O)c2)ccn1)c1cccc2ccccc12	70	55	55	81	70	74	46	56
COc1ccc2oc(C3CCc4ccccc43)cc2c1 (stereo not drawn)	100	95	92	107	92	103	95	89
C=CCOc1ccc(C2CCCCC2)cc1	94	88	99	110	100	nt	98	nt
New compounds follow.
SMILES	HS 578T	MDA-MB-468	MDA-MB-231	SK-MEL-28	LOX IMVI	BT-549	MCF7	T-47D
COc1ccc(-c2cc(NC(=O)Nc3ccc(C)cc3)no2)cc1	108	107	106	110	101	110	89	90
CCOc1ccccc1C1N(Cc2ccc(OC)cc2)CCCN1Cc1ccc(OC)cc1	89	101	97	102	82	75	83	97
COc1ccc(/C=C2\CN(Cc3cn(CCNc4ccnc5cc(Cl)ccc45)nn3)C/C(=C\c3ccc(OC)c(OC)c3)C2=O)cc1OC	23	-38*	-0.3*	22	-28*	-32*	28	33
CC1(C)CC[C@]2(C(=O)NCCCNCCCCN)CC[C@]3(C)C(=CC[C@@H]4[C@@]5(C)CCC(=O)C(C)(C)[C@@H]5CC[C@]43C)[C@@H]2C1	89	101	91	101	81	106	81	90
C[C@H](Nc1ncnc2ccc(-c3cnc(Cl)c(NS(C)(=O)=O)c3)cc12)c1ccccc1	-20*	-62*	-17*	-18*	-60*	-62*	2.5*	-53*
CN(C)c1ccc(-c2ccc3[nH]c(=O)nc(-c4ccccc4)c3c2)cn1	56	42	45	56	39	42	26	61
O=C(O)c1c(O)ccc(N=Nc2ccc(N=Nc3ccc4c(S(=O)(=O)O)cccc4c3O)c3ccccc23)c1O	111	145	108	110	96	113	95	107
CC1CC(=O)Nc2ccccc2N1C(=O)Nc1ccc(Cl)cc1 (stereo not drawn)	109	109	99	124	86	nt	100	98
O=[N+]([O-])c1ccc2c(c1)sc1nc(-c3c[nH]c4ccccc34)c(Nc3ccc(Br)cc3)n12	96	107	89	117	95	94	90	88
C=C(C)CN(CC(=C)C)C(=N)OC(C)CC (stereo not drawn)	102	97	116	122	103	120	114	99
CC1=N/C(=C\c2ccc(Cl)cc2)C(=O)N1CCc1ccc(S(=O)(=O)NC(=S)NCc2ccccc2)cc1	104	102	92	103	90	118	91	98
COc1ccc(Cc2nnc(SCC(=O)Nc3ccc(C)cc3)n2-c2ccccc2)cc1	99	108	105	123	98	nt	104	nt
N/C(=N\c1nc2ccc([N+](=O)[O-])cc2s1)C(Cl)(Cl)Cl	80	3.8*	63	72	76	93	40	31
COc1cc(-c2nc3sccn3c2-c2ccnc(S(C)(=O)=O)n2)ccc1F	101	72	87	98	102	92	84	98
COc1ccccc1/C=N/N1CCCCCC1	96	103	92	105	104	108	82	118
COc1ccc(C2=NN(C=O)C(c3cn(Cc4ccc(Cl)cc4)c4ccccc34)C2)cc1 (stereo not drawn)	77	35	80	91	80	81	77	46
CC(=O)c1nn(-c2ccccc2)c(=Nc2ccccc2)cc1C	114	92	90	109	98	99	93	88
NC(=O)N1N=C(c2cc3ccccc3oc2=O)CC1c1cn(-c2ccccc2)nc1-c1ccc(Cl)cc1 (stereo not drawn)	65	37	54	60	20	69	25	25
COc1ccc(CSc2ncnc3nc[nH]c23)cc1	122	nt	105	110	114	113	106	95
CC(C)=C[C@@H]1CC2Cc3c(C)cc(C)cc3N1O2 (stereo partly drawn)	106	103	93	104	93	106	95	99
C#CCOC(=O)C1(C)CCC[C@]2(C)[C@H]3C[C@H]4C(C(C)C)=C[C@]3(CC[C@@H]12)c1c4c(O)cc2c(C(=O)OCC)c(C)[nH]c12 (stereo partly drawn)	109	95	98	106	52	112	82	86
O=C(Cn1cc(CN2CCOCC2)nn1)Nc1ccc2c(ccn2Cc2ccccc2)c1	100	96	95	106	95	95	99	94
N#C/C(=C\c1ccc(-c2ccc(F)cc2)o1)C(=O)Nc1ncc(Cc2ccc(Cl)cc2Cl)s1	11	-55*	20	39	-86*	-16*	-5.5*	-5.0*
O=C1C=C(c2ccccc2)CO1	121	105	109	115	99	156	103	91
CN1CCN(C(=O)c2ncc(-c3ccc(C(F)(F)F)cc3)c(NC3CCCCCC3)n2)CC1	101	105	98	119	99	108	115	102
C(=N\N=C\c1ccc2c(c1)OCO2)/c1ccc2c(c1)OCO2	98	98	87	93	79	98	90	69
CCOC(=O)/C(C#N)=C/c1ccccc1Cl	107	105	104	110	102	108	96	110
CCOC(=O)/C(C#N)=C(\C)CC(C)C	112	96	124	114	104	121	104	95

Full records, looked up by structure:
Listed for C(=N\N=C\c1ccc2c(c1)OCO2)/c1ccc2c(c1)OCO2 = HS 578T: 98; MDA-MB-468: 98; MDA-MB-231: 87; SK-MEL-28: 93; LOX IMVI: 79; BT-549: 98; MCF7: 90; T-47D: 69
Listed for CN1CCN(C(=O)c2ncc(-c3ccc(C(F)(F)F)cc3)c(NC3CCCCCC3)n2)CC1 = HS 578T: 101; MDA-MB-468: 105; MDA-MB-231: 98; SK-MEL-28: 119; LOX IMVI: 99; BT-549: 108; MCF7: 115; T-47D: 102

Rows were taken by chance, and some 12% of all compounds hit somewhere here.
